LAP4-GFP MLPCN: alters LAP4-GFP fluorescence in TOR pathway yeast screen | S. cerevisiae LAP4-GFP multiplex, flow cytometry GFP, 3 h; median GFP as percent of DMSO wells | GFP response vs DMSO, % at 10 µM | actives 0.34% (n = 320,000) | AID 2023;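 active = GFP response vs DMSO above a set limit, about the screen mean plus 3 SD, cut at about 150% in these data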
AGP1 TOR yeast: modulators of TOR pathway AGP1-GFP in S. cerevisiae | S. cerevisiae AGP1-GFP multiplex flow cytometry, 3 h; GFP as percent of DMSO wells | GFP response vs DMSO, % at 10 µM | actives 0.02% (n = 320,000);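 active = GFP response relative to DMSO above a set limit, near screen average plus 3 SD, cut at about 150% in these data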;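 also: median GFP channel fluorescence of the gated AGP1 strain per well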
MEP2-GFP yeast: yeast TOR pathway MEP2-GFP modulation. S. cerevisiae MEP2-GFP strain, flow cytometry GFP, 3 h; 100% = DMSO control level. GFP response vs DMSO, % at 10 µM. actives 0.51% (n = 330,000). AID 2016;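 active = GFP response versus DMSO above a set limit, roughly screen mean plus 3 SD, cut at about 180% in these data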;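 also: median GFP fluorescence of the barcode-gated MEP2-GFP cells per well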
Yeast superoxide: caloric restriction mimetics inhibiting age-related superoxide in yeast; S. cerevisiae aged cells, superoxide DHE fluorescence; hits give low values; superoxide response (% of plate mean), % at 10 µM; actives 0.18% (n = 330,000); AID 2690;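 active = superoxide response under a set limit, about three screen SD below normal, cut at about 65% in these data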;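 also: yeast aged for seven days with compound at 30 °C before DHE staining; 100% = average MFI of all compound-treated wells on the plate with controls excluded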
GRK2 aptamer HTS: inhibitors of human GRK2 displacing RNA aptamer. inhibition of aptamer binding, % at 10 µM. actives 0.59% (n = 330,000). P25098. AID 488847. bead flow cytometry, FAM-aptamer displacement from GRK2;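 active = inhibition of aptamer binding above 40%, roughly 3 SD of noise, on plates passing a quality check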;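 also: median bead fluorescence of bound FAM aptamer so fluorescent compounds give negative values; no value below 0 was filed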
RPL19A-GFP yeast: alters RPL19A-GFP fluorescence in TOR pathway yeast screen. S. cerevisiae RPL19A-GFP strain, flow cytometry, 3 h; hits give low values. percent response vs DMSO, % at 10 µM. actives 0.3% (n = 330,000). AID 2025;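 active = percent response vs DMSO below 50%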;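 also: median channel GFP fluorescence of the barcoded RPL19A-GFP strain; ratio of sample median GFP to plate DMSO average so 100% = DMSO; lower means less RPL19A-GFP as with rapamycin TOR inhibition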
VLA-4 inh: inhibition in a human VLA-4 binding assay; P13612; actives 0.2% (n = 330,000); AID 2557; inhibition, % (about 7 µM as worked out from the volumes in the protocol); VLA-4 expressing cells, ligand binding flow cytometry; in the data active = inhibition above about 50%
Target sequence (P13612 whole entry, looked up): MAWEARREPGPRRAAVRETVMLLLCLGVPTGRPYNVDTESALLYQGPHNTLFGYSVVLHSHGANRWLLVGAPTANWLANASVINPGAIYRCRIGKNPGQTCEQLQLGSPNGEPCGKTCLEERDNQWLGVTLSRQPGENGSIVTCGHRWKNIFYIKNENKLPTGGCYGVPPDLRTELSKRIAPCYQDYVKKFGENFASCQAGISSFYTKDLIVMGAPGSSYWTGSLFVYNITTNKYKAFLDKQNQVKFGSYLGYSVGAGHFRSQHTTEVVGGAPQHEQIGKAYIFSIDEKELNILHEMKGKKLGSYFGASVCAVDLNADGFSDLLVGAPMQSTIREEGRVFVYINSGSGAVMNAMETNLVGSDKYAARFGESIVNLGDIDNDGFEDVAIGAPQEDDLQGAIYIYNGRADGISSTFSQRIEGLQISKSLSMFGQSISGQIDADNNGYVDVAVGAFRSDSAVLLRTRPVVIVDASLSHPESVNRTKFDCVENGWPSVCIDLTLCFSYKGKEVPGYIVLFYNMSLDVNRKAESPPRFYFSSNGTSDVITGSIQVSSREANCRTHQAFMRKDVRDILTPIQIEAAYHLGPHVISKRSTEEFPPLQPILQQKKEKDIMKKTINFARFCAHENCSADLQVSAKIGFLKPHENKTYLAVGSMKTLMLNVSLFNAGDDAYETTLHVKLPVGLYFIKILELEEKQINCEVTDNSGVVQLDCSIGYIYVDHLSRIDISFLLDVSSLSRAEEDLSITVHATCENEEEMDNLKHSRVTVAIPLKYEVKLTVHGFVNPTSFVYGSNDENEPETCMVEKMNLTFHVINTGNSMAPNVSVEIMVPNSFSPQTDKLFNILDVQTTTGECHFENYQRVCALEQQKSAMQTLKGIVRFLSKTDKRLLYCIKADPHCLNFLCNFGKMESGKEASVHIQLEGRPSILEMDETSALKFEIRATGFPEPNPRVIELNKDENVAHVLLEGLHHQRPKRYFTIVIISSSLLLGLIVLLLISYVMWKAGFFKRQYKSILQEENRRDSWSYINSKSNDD
CIT2-GFP yeast: alters CIT2-GFP fluorescence in TOR pathway yeast screen | S. cerevisiae CIT2-GFP strain, flow cytometry, 3 h; 100 means same as DMSO wells | GFP response vs DMSO, % at 10 µM | actives 0.065% (n = 320,000);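 active = GFP response relative to DMSO above a set limit, near the screen mean plus 3 SD, cut at about 150% in these data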;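 also: ratio of well median GFP fluorescence to mean of DMSO wells on the plate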
Numbers without * were called inactive.

SMILES	LAP4-GFP MLPCN	AGP1 TOR yeast	MEP2-GFP yeast	Yeast superoxide	GRK2 aptamer HTS	RPL19A-GFP yeast	VLA-4 inh	CIT2-GFP yeast
O=C(COC(=O)Cc1c(F)cccc1Cl)NCCC1=CCCCC1	83.4	90.1	104.7	104.7	0.0	99.8	-4.1	92.2
CCN(CC(=O)Nc1ccc(NC(C)=O)cc1)C(=O)c1c(C)nn(-c2ccc(F)cc2)c1Cl	106.4	110.4	104.3	80.3	1.0	109.9	-2.1	106.2
COCCCNc1nc(=S)[nH]c2cc(OC)c(OC)cc12	100.5	107.1	106.4	105.4	1.0	100.8	6.9	106.6
CC(=O)c1ccc(NC(=O)c2cnn3c(C(F)F)cc(C4CC4)nc23)cc1	99.6	98.7	100.9	164.0	3.0	98.7	-1.7	97.8
O=c1[nH]c2cc3c(cc2cc1C(c1nnnn1CC1CCCO1)N1CCCCCC1)OCCO3 (stereo not drawn)	99.0	98.3	103.8	119.8	0.0	96.0	7.9	92.4
CCOC(=O)CSc1nnc(-c2ccco2)n1-c1ccc(C)cc1	98.8	102.4	103.2	102.5	5.0	100.5	2.7	98.8
CC(Sc1ncccn1)C(=O)NC1(C#N)CCCCC1 (stereo not drawn)	97.4	99.0	95.6	110.2	2.0	96.9	2.6	100.3
O=C(COC(=O)c1n[nH]c2ccccc12)NCc1ccccc1	107.9	98.8	103.1	131.4	2.0	101.5	9.6	104.4
CCNc1c(NC(=O)c2ccc3c(c2)OCO3)c(=O)oc2ccccc12	95.3	96.5	104.0	99.0	3.0	103.7	3.6	98.0
CCN(c1ccc(NC(=O)COC(=O)CCc2nc3ccccc3n2-c2ccccc2)cc1)C(C)C	98.5	100.9	108.2	82.7	16.0	99.8	-6.7	101.8
CC(=O)Nc1ccc(S(=O)(=O)N(C)Cc2ccccc2)cc1	96.6	93.5	98.1	91.7	0.0	96.7	2.2	88.4
CCn1ccnc1CNC(=O)c1ccc2oc(C(C)C)nc2c1	95.8	101.1	95.7	99.4	0.0	86.1	5.1	101.6
Cc1c(C)c2c(OCC(=O)NCC(O)c3ccccc3)cc3c(c2oc1=O)CCC(C)(C)O3 (stereo not drawn)	102.7	104.1	100.0	70.8	0.0	100.5	-8.9	106.7
CN1OC(COC(=O)c2ccc(Cl)cc2)CC1c1ccccc1 (stereo not drawn)	101.2	94.3	95.3	98.9	0.0	94.9	-7.4	82.5
COc1ccc(/C=C2/SC(=O)N(CCNC(=O)C3COc4ccccc4O3)C2=O)cc1 (stereo not drawn)	94.5	95.5	97.7	103.1	3.0	96.3	-2.0	93.5
Cc1cccc(C(=O)Nc2ccc3c(c2)ncn3C)c1	92.5	101.0	107.2	98.0	1.0	104.5	15.6	103.5
NC(=O)c1cccc2c(=O)oc3ccccc3c12	84.4	86.8	87.9	113.1	0.0	91.7	1.6	90.4
C[C@H](CO)N1C[C@H](C)[C@@H](CN(C)S(=O)(=O)c2cccs2)Oc2ccc(NC(=O)Cn3cnnn3)cc2C1=O	103.1	96.8	98.5	87.3	5.0	101.5	29.6	87.2
CCc1cc(C(=O)N2CCCC(CNS(=O)(=O)c3cccs3)C2)n(C)n1 (stereo not drawn)	89.8	89.6	99.0	102.7	4.0	100.5	0.0	90.2
COc1ccc(/C=N/NC(=O)c2ccc(Cl)cc2Cl)cc1COC(C)=O	92.5	93.5	101.1	70.7	3.0	98.0	11.3	98.0
O=C(CN1CCOCC1)Nc1cccc(C(F)(F)F)c1	109.7	111.8	99.7	107.0	1.0	107.3	9.4	104.1
CC1CCN(CCCNC(=O)c2coc3nc4ccccc4nc23)CC1	92.9	93.8	94.4	96.1	2.0	94.7	-18.9	92.7
CCCNC(=O)c1cnc(-c2ccccc2)nc1-c1ccccc1	91.3	101.9	100.2	103.1	4.0	102.3	5.1	94.7
Cc1onc(-c2ccccc2)c1C(=O)NC(=S)Nc1sc2c(c1C#N)CCC(C)C2 (stereo not drawn)	93.5	107.7	108.5	101.2	8.0	108.8	-64.0	115.5
O=C(CC1C(=O)NCCN1Cc1ccc(-c2ccccc2)cc1)NCCc1ccccn1 (stereo not drawn)	108.3	96.3	102.2	100.8	0.0	99.0	6.6	91.4
Cc1ccccc1NS(=O)(=O)c1ccc(C)c(C(=O)N2CCOCC2)c1	101.9	100.7	100.0	88.4	4.0	100.1	-0.8	97.4
CC1(C)Cc2nc3[nH]c(=S)n(-c4ccccc4)c(=O)c3cc2CO1	97.0	101.3	100.4	104.7	4.0	99.5	7.5	98.5
O=C(CC1Oc2ccccc2NC1=O)NCCCN1CCCC1=O (stereo not drawn)	103.2	96.9	106.9	115.3	0.0	96.5	29.9	88.7
COc1ccc(N/C=C(\C#N)S(=O)(=O)c2ccc(OC)cc2)cc1	96.7	99.2	100.2	110.4	0.0	102.5	20.8	104.2
CC1CCN(c2nc3c(c(=O)[nH]c(=O)n3C)n2CCCc2ccccc2)CC1	109.1	101.7	103.7	104.3	5.0	99.1	18.1	96.8
COc1ccc(OCc2n[nH]c(=S)o2)cc1	112.6	106.7	104.9	117.9	1.0	102.5	11.5	96.2
Cc1ccc(S(=O)(=O)N2CCCCC2)cc1NC(=O)CSc1ncccn1	97.2	99.0	99.9	107.8	1.0	96.2	-1.6	92.8
O=C(CN1C(=O)CCC1=O)Nc1cccc(NC(=O)CN2C(=O)CCC2=O)c1	95.5	103.9	102.1	84.2	6.0	103.8	5.5	107.7
CCn1nc(C)cc1-c1nnc(Sc2ncc([N+](=O)[O-])s2)n1C	127.8	94.6	123.2	99.8	3.0	105.9	-20.0	118.8
CCS(=O)(=O)Nc1ccccc1C(N)=O	89.0	86.3	90.9	88.2	0.0	90.2	-2.1	90.6
Cn1c(=O)c2c(nc(NCc3ccco3)n2Cc2ccc(Cl)cc2Cl)n(C)c1=O	105.3	101.4	115.9	95.7	4.0	97.2	-8.9	96.9
CCC1(C)Cc2c(sc3nc(SC)[nH]c(=S)c23)CO1 (stereo not drawn)	137.8	101.6	105.1	92.8	2.0	96.8	-3.4	126.2
COc1ccccc1CNC(=O)[C@H](C)NC(=O)C1CCN(C(=O)[C@@H](N)CCSC)CC1	98.4	100.9	99.7	101.9	2.0	95.5	-8.6	100.7
CCCCn1c(SCC(=O)NCCOC)nc2ccc(N3CCOCC3)cc2c1=O	92.0	89.6	100.9	97.4	0.0	96.4	-4.3	97.5
CC(=O)c1ccc(NC(=O)NC2CCCc3ccccc32)cc1 (stereo not drawn)	84.9	91.2	97.1	80.1	1.0	102.9	-10.6	91.7
Cc1[nH]n(-c2ccccc2)c(=O)c1/C=N/NC(=O)COc1ccccc1[N+](=O)[O-]	96.4	102.5	104.3	120.9	2.0	105.2	-2.2	104.5
COc1ccc(NC(=O)CN2C(=O)C(C)Oc3ccccc32)c(OC)c1 (stereo not drawn)	97.0	97.1	96.4	105.9	1.0	93.7	7.5	96.2
CC1CCCCN1Cc1ccc(-c2nn[nH]n2)cc1 (stereo not drawn)	92.8	96.5	98.8	111.6	0.0	95.3	1.5	94.8
c1ccc2c(-c3nc4ncccc4o3)cccc2c1	82.6	79.7	99.3	105.5	0.0	103.2	-26.6	104.2
CC(=O)Nc1cccc(NC(=O)c2csc(C)c2)c1	113.7	118.4	108.7	102.8	0.0	113.5	3.7	110.8
O=C(NCCCN1CCOCC1)c1onc(CSc2ccc(F)c(F)c2)c1C(=O)NCCCN1CCOCC1	112.2	93.1	92.5	94.1	1.0	100.8	-2.0	91.7
Nc1ccc(CNc2ncn[nH]2)cc1	102.9	101.7	92.5	95.2	2.0	95.3	2.5	98.0
CC(=O)N1CCSc2ccc(S(=O)(=O)NCCc3cccc(C)c3)cc21	101.2	99.7	106.1	96.2	0.0	103.6	25.6	95.7
O=C(OCc1csc(-c2ccccc2)n1)c1cccs1	105.6	96.8	100.5	114.5	0.0	98.5	5.9	94.9
O=c1c2ccccc2n(Cc2cccc(F)c2)c(=O)n1C1CCCC1	97.3	112.3	106.0	82.1	5.0	100.7	4.6	102.2
COc1ccc(CCNC(=O)c2ccc(Cl)cc2)cc1OC	118.8	106.1	96.8	92.9	2.0	99.3	-7.8	107.3
COc1cc([C@H]2c3[nH]c4ccccc4c3C[C@H]3C(=O)N4[C@@H](c5cc(OC)c(OC)c(OC)c5)c5[nH]c6ccccc6c5C[C@H]4C(=O)N23)cc(OC)c1OC	105.5	97.3	98.6	100.3	0.0	106.8	22.5	91.7
CCCCSc1nnc(-c2ccc(NC(=O)CCc3ccccc3)cc2)n1C	89.6	101.7	98.5	98.3	1.0	96.6	-7.2	92.7
COc1ccc(OC)c(NC(=O)COC(=O)CC2CCCCC2)c1	100.8	99.7	101.9	99.2	1.0	100.0	-2.0	106.3
N#C/C(=C\c1ccc(OCCN2CCOCC2)cc1)C(=O)Nc1ccccc1	93.3	96.4	102.7	98.8	2.0	100.7	-5.1	100.5
CCn1c(SCC(=O)NCCOC)nc2sc3c(c2c1=O)CCCC3	93.5	97.4	92.3	100.0	0.0	95.8	3.9	92.9
O=C(N/N=C/c1ccncc1)c1cccs1	95.4	93.3	101.9	92.4	0.0	99.5	2.6	96.8
Cc1cc(C(=O)CCl)c(C)n1CCc1ccccc1	104.8	111.6	113.2	97.1	0.0	102.5	-9.5	115.3
O=C(COc1ccc(/C=N/NC(=O)c2ccncc2)cc1)Nc1ccc([N+](=O)[O-])cc1	98.7	102.3	101.6	100.6	0.0	102.4	-3.1	105.7
COc1ccc2oc(C(=O)Nc3ccccc3N3CCOCC3)c(C)c2c1	106.1	100.6	108.4	109.8	0.0	103.3	-4.9	99.3

An excerpt of these results, with bars between the fields.
structure | LAP4-GFP MLPCN | AGP1 TOR yeast | MEP2-GFP yeast | Yeast superoxide | GRK2 aptamer HTS | RPL19A-GFP yeast | VLA-4 inh | CIT2-GFP yeast
O=C(OCc1csc(-c2ccccc2)n1)c1cccs1 | 105.6 | 96.8 | 100.5 | 114.5 | 0.0 | 98.5 | 5.9 | 94.9
O=c1c2ccccc2n(Cc2cccc(F)c2)c(=O)n1C1CCCC1 | 97.3 | 112.3 | 106.0 | 82.1 | 5.0 | 100.7 | 4.6 | 102.2
COc1ccc(CCNC(=O)c2ccc(Cl)cc2)cc1OC | 118.8 | 106.1 | 96.8 | 92.9 | 2.0 | 99.3 | -7.8 | 107.3

Next section
SMILES	LAP4-GFP MLPCN	AGP1 TOR yeast	MEP2-GFP yeast	Yeast superoxide	GRK2 aptamer HTS	RPL19A-GFP yeast	VLA-4 inh	CIT2-GFP yeast
CCN1CCN(Cc2ccc(NC(=O)Nc3ccccc3Cl)cc2)CC1	97.8	102.8	110.9	115.1	2.0	100.1	-29.1	103.2
O=C(CCNS(=O)(=O)c1ccc(Br)s1)NCc1ccc(F)cc1	101.4	102.1	100.7	103.9	0.0	99.0	-1.2	95.2
Cc1ccc(C)c2[nH]c(=O)c(C(c3nnnn3Cc3ccco3)N3CCc4ccccc4C3)cc12 (stereo not drawn)	89.3	87.4	91.5	116.2	9.0	82.8	-4.5	96.1
CC(C)CN(CC(C)C)C(=O)C12CCC(C)(C(=O)O1)C2(C)C (stereo not drawn)	97.5	101.6	103.5	99.3	3.0	98.5	4.6	97.6
COc1ccc(CNC(=O)CSc2nnc3c(n2)[nH]c2ccc(C)cc23)cc1	106.2	110.2	113.9	98.3	0.0	106.0	-2.2	114.5
CCOc1ccc(NS(=O)(=O)c2ccc(C(=O)N3CCCC3)cc2)cc1	93.8	96.5	97.1	79.6	2.0	97.5	2.1	94.9
Cc1cccc(Nc2nc(N)nc(CCl)n2)c1C	104.3	103.0	89.2	121.6	0.0	94.9	2.7	105.3
